TGFb SMAD3 inh: blocks TGF-b signaling | HepG2 CAGA-GFP TGF-b/SMAD3 reporter, GFP fluorescence, 18 h; TGF-beta stimulated, 500 pg/mL final | Potency, µM (series often up to 46.1 µM), for inactives: at the highest dose activity, negative = inhibition, usual class: inhibitors | 1.2% of 410,000 active | AID 588855; further: potency means the concentration at half of the fitted maximal effect; on the % scale 0 is the no-effect control and ±100 the full control effect; nearly all actives have a fitted effect of over 65% in size
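HEPG2 CAGA-GFP cells (1000/well, DMEM with 1% FBS) were pre-incubated 2 h at 37 degrees C, given compound by pin tool, then stimulated with TGF-beta at 500 pg/mL final for 18 h before per-cell GFP fluorescence imaging.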
ATXN viability: viability counter-screen for ATXN expression inhibitors | 0.49% of 400,000 active | Potency, µM (series often up to 56.7 µM), most hits filed as cytotoxic | AID 651635 | S2 cells (HEK-293 line with an ATXN2-luciferase reporter) viability, CellTiter-Fluor protease fluorescence, 24 h; further: potency means the concentration at half of the fitted maximal effect; nearly all actives have a fitted effect of over 40% in size
Nrf2 activator: Nrf2 pathway activation; AREc32 ARE-luciferase reporter (MCF7-derived line), luminescence, 24 h; Potency, µM (titrated, usually from 46.1 µM), inactives show at the top dose activation, most hits filed as activators; 0.31% of 410,000 active; AID 624171; further: potency means the concentration at half of the fitted maximal effect; % of control where 0% means no effect; nearly all actives have a fitted effect of over 65% in size
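Nrf2 activation is followed as ARE-luciferase induction in the AREc32 line after one day of compound treatment; luminescence is read with Steady-Glo.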
HepG2 tox: kills HepG2 cells in TGF-b inhibitor counter-screen. Potency, µM (doses to about 46.1 µM), for the others: at the highest dose activity change, negative = cytotoxicity, most hits filed as cytotoxic. HepG2 CAGA-GFP viability, ATP luminescence, 18 h. 0.76% of 410,000 active; further: potency means the concentration at half of the fitted maximal effect; some results filed as inactive show a strong effect at the top dose
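HepG2 CAGA-GFP cells (1000/well, DMEM with 1% FBS) received compound, then TGF-beta at 500 pg/mL final, and were incubated 18 hours at 37 degrees C. Viability was read by CellTiter-Glo luminescence. Media-only wells were set as complete cell-killing and DMSO as no toxicity.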
Nrf2 inh: blocks Nrf2 signaling | A549 ARE-Fluc reporter, luciferase luminescence, 18-24 h | Potency, µM (top dose mostly 46 µM), without a hit: top-dose activity change, negative = inhibition, most hits filed as inhibitors | 2.1% of 360,000 active; further: potency means the concentration at half of the fitted maximal effect; on the % scale 0 is the no-effect control and ±100 the full control effect; nearly all actives have a fitted effect of over 60% in size
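Concentration-response testing used A549 ARE_Fluc cells at 5000 cells/well. Following an 18-24 h compound incubation, viability was read by fluorescence (Ex 405/Em 525) and luciferase output by luminescence.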
IL2 activator: activates IL-2 in a cell-based reporter assay; IL-2 activation reporter assay, cell-based qHTS; stimulated with anti-CD3/CD4/CD28 beads; in transgenic mouse T cells; activation, % (series mostly up to about 46 µM); 0.065% of 360,000 active; AID 652025; in the data active means activation above about 50%; inconclusive means mostly about 30% to 49%; further: 0% is about no effect
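Quantitative HTS in unstimulated transgenic mouse T cells, with memory T cells as non-tolerant control and PMA/ionomycin as tolerance-bypass control. Compound pretreatment lasted 60 minutes before 18 h bead stimulation; EGFP/DsRed fluorescence read.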
EPAC2 ag: EPAC2 (human) agonism. Q8WZA2. Potency, µM (highest dose often 154 µM), for the others: at the highest dose activation, hits mostly activators. EPAC2 activation, biochemical qHTS; response scale: 100% = 6.5 mM cAMP response. 0.079% of 360,000 active; further: potency means the concentration at half of the fitted maximal effect; nearly all actives have a fitted effect of over 50% in size
Target sequence (Q8WZA2 whole entry, looked up): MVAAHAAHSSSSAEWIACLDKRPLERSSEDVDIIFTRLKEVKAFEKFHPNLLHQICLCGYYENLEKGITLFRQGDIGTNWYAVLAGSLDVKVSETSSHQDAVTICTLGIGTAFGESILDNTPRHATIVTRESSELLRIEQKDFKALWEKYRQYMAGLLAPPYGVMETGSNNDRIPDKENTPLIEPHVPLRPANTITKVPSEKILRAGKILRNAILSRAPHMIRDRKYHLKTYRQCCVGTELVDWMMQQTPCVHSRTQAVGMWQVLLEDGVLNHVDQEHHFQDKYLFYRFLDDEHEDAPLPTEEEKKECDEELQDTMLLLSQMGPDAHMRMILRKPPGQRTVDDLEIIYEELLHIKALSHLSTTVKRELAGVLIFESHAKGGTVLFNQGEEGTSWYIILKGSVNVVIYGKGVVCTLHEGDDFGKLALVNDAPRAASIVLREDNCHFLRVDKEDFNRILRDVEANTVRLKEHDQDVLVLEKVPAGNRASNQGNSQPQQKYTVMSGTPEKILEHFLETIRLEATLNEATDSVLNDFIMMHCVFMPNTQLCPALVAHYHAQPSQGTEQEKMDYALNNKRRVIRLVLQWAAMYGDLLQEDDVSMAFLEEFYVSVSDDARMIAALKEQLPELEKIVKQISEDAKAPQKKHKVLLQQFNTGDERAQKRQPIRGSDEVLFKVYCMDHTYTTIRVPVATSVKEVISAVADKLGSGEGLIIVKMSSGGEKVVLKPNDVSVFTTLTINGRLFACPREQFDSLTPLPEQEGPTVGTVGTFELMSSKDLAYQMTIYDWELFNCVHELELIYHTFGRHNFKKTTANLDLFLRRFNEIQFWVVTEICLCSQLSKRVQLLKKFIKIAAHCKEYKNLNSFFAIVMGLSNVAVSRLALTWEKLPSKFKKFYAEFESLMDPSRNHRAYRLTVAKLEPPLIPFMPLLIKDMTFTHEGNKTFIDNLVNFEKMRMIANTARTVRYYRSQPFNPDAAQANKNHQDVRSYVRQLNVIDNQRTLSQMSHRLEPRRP
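Fluorescence exchange assay: 100 nM EPAC2 with 250 nM RAP1B-BODIPY-GDP and 50 uM GDP; compounds tested as a concentration-titration series (qHTS). Loss of Rap1-bound BODIPY-GDP fluorescence read at 480/540 nm; data normalized to 6.5 mM cAMP.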
ATXN2 expr inh: ATXN2 expression inhibition; HEK-293 ATXN2-luciferase reporter, luminescence, 24 h; Potency, µM (titrated, usually from 57 µM), without a hit: top-dose activity change, negative = inhibition, most hits filed as inhibitors; 0.72% of 360,000 active; further: potency means the concentration at half of the fitted maximal effect; on the % scale 0 is the no-effect control and ±100 the full control effect; nearly all actives have a fitted effect of over 55% in size
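ATXN2-luciferase reporter cells (luciferase flanked by upstream and downstream ATXN2 gene portions) were treated 24 h at 37 °C with compounds at up to 57 uM. SteadyGlo luminescence gave expression; GF-AFC fluorescence gave viability.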
A549 viability: kills or reduces viability of A549 cells in Nrf2 counter-screen | A549 ARE-Fluc cells, CellTiter-Fluor viability, 18-24 h | 0.16% of 390,000 active | Potency, µM (titrated, usually from 46 µM), for inactives: top-dose activity change, negative = cytotoxicity, usual class: inhibitors; further: potency means the concentration at half of the fitted maximal effect; on the % scale 0 is the no-effect control and ±100 the full control effect
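Cytotoxicity counterscreen: CellTiter-Fluor fluorescence was measured in A549 ARE_Fluc cells after 18-24 h of compound exposure in a concentration series. The subsequent BugLite luminescent read reports ARE-luciferase activity.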
* = called active by the depositor; i = inactive; u = inconclusive; x = not tested or not shown; [ ] = remark or other dose. Unless noted, the call rests on the fitted dose curve; in most records, active means well fitted curve in the direction sought with a large enough effect; inconclusive means small, poorly fitted or top-dose-only effect, or another doubt; inactive means no such curve, though single readings can be large; an effect the other way counts as inactive or inconclusive. No enrichment for hits, and some 4.3% of all compounds hit somewhere here.

Codes – A = TGFb SMAD3 inh; B = ATXN viability; C = Nrf2 activator; D = HepG2 tox; E = Nrf2 inh; F = IL2 activator; G = EPAC2 ag; H = ATXN2 expr inh; I = A549 viability
CCOc1ccc(NS(=O)(=O)c2ccc(C(=O)NCc3ccncc3)cc2)cc1
  A: 7%; B: i; C: -0.6%; D: 0%; E: -54%; F: -0.6; G: -1%; H: 7%; I: -1%

O=C(NCC(=O)N1CCN(c2ccccc2O)CC1)c1ccccc1
  A: -2%; B: u; C: -0.4%; D: -18%; E: u; F: 0.4; G: 8%; H: -3%; I: -16%

CC(C)(C)NC(=S)NNC(=O)c1ccncc1
  A: -4%; B: i; C: 0.3%; D: -1%; E: -1%; F: -2.7; G: 2%; H: -17%; I: -11%

CCOC(=O)c1ccccc1N=Cc1c(O)c2ccccc2oc1=O
  A: 12%; B: u; C: u; D: 1%; E: -8%; F: 2.5; G: -5%; H: x; I: 0%

O=C(c1ccc(Cl)cc1)N1CCC(O)(CSc2ccc(Cl)cc2)CC1
  A: u; B: i; C: 3.7%; D: -36%; E: x; F: 0.4; G: -1%; H: -26%; I: u

Cc1ccc(NC(=O)CCSc2nnnn2-c2ccc3c(c2)OCO3)cc1C
  A: 8%; B: i; C: -0.9%; D: -11%; E: u; F: -0.3; G: 16%; H: -5%; I: -12%

Cc1ccccc1NC(=O)CN1C(=O)NC2(CCc3ccccc32)C1=O (centres undefined)
  A: 29%; B: i; C: 0.4%; D: 7%; E: 1%; F: 0.3; G: 2%; H: x; I: -2%

CCC(OC(=O)c1nsc(Cl)c1Cl)C(=O)NCc1cccs1 (centres undefined)
  A: -14%; B: i; C: -0.4%; D: -2%; E: 14%; F: -1.6; G: 7%; H: -5%; I: -1%

Cc1nc(SC(C)C(=O)c2c(N)n(C)c(=O)n(C)c2=O)c2c(C)c(C)sc2n1 (centres undefined)
  A: -28%; B: i; C: 4.0%; D: -22%; E: -21%; F: -5.1; G: 9%; H: u; I: 0%

CC(C)CC(NC(=O)C(CC(C)C)NC(=O)OC(C)(C)C)C(N)=O (centres undefined)
  A: 12%; B: i; C: -0.4%; D: 6%; E: 2%; F: -0.4; G: 0%; H: -2%; I: 0%

CC(=O)N1CCN(CC(=O)Nc2c(Cl)cc(Cl)cc2Cl)CC1
  A: 0%; B: i; C: -0.4%; D: 2%; E: -21%; F: -2.4; G: 10%; H: 2%; I: -13%[1.84 µM]

CC1C(=O)N2CCCc3cc(NC(=O)C4CCCCC4)cc1c32 (centres undefined)
  A: 1%; B: i; C: 3.0%; D: -20%; E: -23%; F: -3.9; G: -3%; H: -3%; I: -11%

O=C(/C=C/c1ccco1)NC(=S)Nc1ccc(Cl)cn1
  A: -5%; B: i; C: u; D: 0%; E: 6%; F: -2.6; G: 3%; H: 13%; I: 2%

COc1ccc(Br)cc1C(=O)NCc1cccnc1
  A: -4%; B: i; C: 0.0%; D: -7%; E: u; F: -2.0; G: 4%; H: 12%; I: -11%

CSc1ccccc1NC(=O)c1onc(C)c1Cl
  A: -1%; B: i; C: -0.4%; D: 1%; E: 6%; F: -1.9; G: 6%; H: 2%; I: 0%

Codes – A = TGFb SMAD3 inh; B = ATXN viability; C = Nrf2 activator; D = HepG2 tox; E = Nrf2 inh; F = IL2 activator; G = EPAC2 ag; H = ATXN2 expr inh; I = A549 viability
COc1cccc(OC)c1C(=O)OCC(=O)Nc1ccc(OC(F)(F)F)cc1
  A: -17%; B: i; C: 2.9%; D: -18%; E: -19%; F: -1.6; G: 11%; H: 7%; I: -6%

CCc1cccc(CC)c1NC(=O)CO/N=C(\C)c1cccs1
  A: -1%; B: i; C: 4.4%; D: -23%; E: u; F: 6.0; G: 2%; H: 0%; I: -1%

CN1C(C)(C)CC(NC(=O)c2ccco2)CC1(C)C
  A: -1%; B: i; C: -0.6%; D: -15%; E: -15%; F: 0.2; G: 1%; H: x; I: -3%

CN(C)CC(CCC(CN(C)C)C(O)(c1ccccc1)c1ccccc1)C(O)(c1ccccc1)c1ccccc1 (centres undefined)
  A: -2%; B: x; C: 5.1%; D: -19%; E: -23%; F: -0.6; G: 5%; H: u; I: -30%

CCOc1ccccc1C(=O)NC(C)c1ccc(-n2ccnc2)cc1 (centres undefined)
  A: 0%; B: i; C: 2.3%; D: -14%; E: -27%; F: 1.1; G: -9%; H: -1%; I: 5%

COc1ccccc1C(c1nnnn1C(C)(C)C)N1CCN(C(=O)c2ccco2)CC1 (centres undefined)
  A: 36%[activator]; B: i; C: 0.4%; D: 4%; E: x; F: -0.8; G: -8%; H: 0%; I: -7%

CCCC(=O)N1CCC(Cc2ccccc2)CC1
  A: -7%; B: i; C: 0.4%; D: -11%; E: 7%; F: -0.5; G: 7%; H: -18%; I: 19%

O=C(CN1CCN(c2ccccc2)CC1)N1CCN(c2ccccc2)CC1
  A: 12%; B: u; C: 0.2%; D: -1%; E: 1%; F: -0.6; G: 2%; H: -10%; I: 9%

CCC(CC)C(=O)Nc1cccc(C(=O)NCc2ccco2)c1
  A: -22%; B: i; C: 4.2%; D: 2%; E: -4%; F: 0.6; G: -11%; H: 1%; I: -1%[1.84 µM]

O=C(NC(=S)Nc1ccccc1Cl)c1csnn1
  A: -7%; B: i; C: 0.2%; D: -7%; E: 24%; F: -1.4; G: 4%; H: 14%; I: 1%

Cc1ccc(CNC(=S)NC2CCC(C(C)(C)C)CC2)cc1 (centres undefined)
  A: u; B: i; C: -1.8%; D: -24%; E: 21µM*; F: -2.0; G: -7%; H: -25%; I: -23%

Cc1ccc(CCC(=O)Nc2ccc(Br)cc2)o1
  A: -25%; B: x; C: 4.2%; D: -20%; E: -4%; F: 0.1; G: 4%; H: -12%; I: 0%

O=C(COc1ccc([N+](=O)[O-])cc1)Nc1ccc2c(c1)nc1n2CCOC1
  A: -6%; B: i; C: 0.6%; D: -2%; E: u; F: -1.9; G: -1%; H: -10%; I: 1%

CCC(=O)c1ccc(OCC(=O)OCC(=O)Nc2ccc3c(c2)OCCO3)cc1
  A: 4%; B: u; C: 0.0%; D: -4%; E: 1%; F: 0.6; G: 5%; H: -22%; I: 3%

c1ccc(Cn2nnnc2C(c2ccccc2)N2CCN(Cc3ccncc3)CC2)cc1 (centres undefined)
  A: -1%; B: x; C: x; D: -11%; E: 5%; F: x; G: x; H: x; I: 1%

Codes – A = TGFb SMAD3 inh; B = ATXN viability; C = Nrf2 activator; D = HepG2 tox; E = Nrf2 inh; F = IL2 activator; G = EPAC2 ag; H = ATXN2 expr inh; I = A549 viability
O=C(CCc1ccc(S(=O)(=O)N2CCOCC2)cc1)NCCc1ccccn1
  A: -14%; B: i; C: -0.2%; D: -2%; E: 1%; F: -2.8; G: -3%; H: 2%; I: 0%

CC(C)(C)OC(=O)N1CCC(c2c(C(=O)N3CCC(c4ccccc4)C3)cnn2-c2ccc(Cl)cc2)CC1 (centres undefined)
  A: 0%; B: x; C: -0.7%; D: -3%; E: u; F: x; G: x; H: x; I: u

CCC(CC)C(=O)NCc1cccnc1
  A: 11%; B: i; C: 0.2%; D: -10%; E: u; F: 1.3; G: 4%; H: -7%; I: 4%

COc1ccc(C(=O)Nc2ccc(N(C)Cc3ccccc3)c(C(=O)O)c2)cc1
  A: 6%; B: i; C: 0.6%; D: -5%; E: x; F: x; G: x; H: 8%; I: 2%

Cc1ccc(CCNC(=O)CCCc2nnc3n(C)c(=O)c4sccc4n23)cc1
  A: -9%; B: i; C: -1.3%; D: -7%; E: 0%[9.27 µM]; F: x; G: x; H: -12%; I: 4%

COc1cccc(NC(=O)CN2CCSc3ccccc32)c1
  A: 0%; B: i; C: 0.4%; D: 3%; E: u; F: -2.9; G: 0%; H: -19%; I: 0%

CCC(C)c1ccccc1N1CC(C(=O)N2CCN(S(=O)(=O)c3ccccc3Br)CC2)CC1=O (centres undefined)
  A: -5%; B: i; C: 0.4%; D: -8%; E: 3%; F: -3.9; G: -3%; H: -4%; I: 1%

C[C@H](CO)N1C[C@H](C)[C@@H](CN(C)C)Oc2c(NS(=O)(=O)c3cn(C)cn3)cccc2C1=O
  A: -9%; B: i; C: 0.4%; D: -9%; E: 12%; F: -0.3; G: 9%; H: -1%; I: 1%

CCC1CCCCN1CCn1c(=S)[nH]c2cc(OC)c(OC)cc2c1=O (centres undefined)
  A: 19%; B: u; C: 0.2%; D: -6%; E: -2%; F: 0.5; G: 4%; H: -8%; I: -4%

O=C(CSc1nc(-c2ccccc2)cc(C(F)(F)F)n1)N1CCOCC1
  A: 7%; B: i; C: 0.8%; D: -20%; E: -24%; F: -1.3; G: -3%; H: 6%; I: 2%

O=C(CN1CCC(C(=O)c2cccc(Cl)c2)CC1)Nc1ccc(C(=O)O)cc1
  A: -7%; B: i; C: 0.2%; D: -3%; E: 1%; F: 2.2; G: -7%; H: -25%; I: 4%

CCOc1ccc(NC(=O)c2ccc(CSc3nnc(C)s3)cc2)cc1
  A: -8%; B: i; C: 0.4%; D: -5%; E: 2%; F: -3.4; G: -4%; H: x; I: -5%

Cc1ccc2c(c1)N(CC(=O)NC1CCC(C)CC1)C(=O)CO2 (centres undefined)
  A: 1%; B: i; C: -0.6%; D: -6%; E: 5%; F: -1.8; G: 6%; H: 18%; I: x

Compound activity: PubChem BioAssay, National Center for Advancing Translational Sciences (NCATS)
